Compound activity (PubChem BioAssay)
AMA1 RON2 block – qHTS for Inhibitors of AMA1-RON; Towards Development of Antimalarial Drug Lead: Primary Screen; AlphaScreen AMA1-biotinylated RON2 peptide binding; Potency, µM (series often up to 58.2 µM), inactives show at the highest dose activity change, negative = inhibition, usual class: inhibitors; Plasmodium falciparum AMA1 (3D7) - RON2 peptide interaction; 360,000 compounds, 0.2% hits;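 further: potency means the concentration at half of the fitted maximal effect; 0% = vehicle wells and -100% = peptide control; nearly all actives have a fitted effect of over 45% in size; some results filed as inactive show a strong effect at the top dose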
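AMA1 (3D7) with his tag at 25 nM final met compounds first, then biotinylated RON2 peptide at 25 nM; detection used donor plus acceptor beads, 10 µg/mL apiece, read by AlphaScreen after 30 min at room temperature.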
LmPK inh – qHTS Assay for Inhibitors of Leishmania Mexicana Pyruvate Kinase (LmPK) | Q27686 | AID 1721, 2009 | 290,000 compounds, 0.37% hits | purified LmPK, Kinase-Glo ATP luminescence, 1 h | Potency, µM (highest dose often 57.5 µM), without a hit: top-dose activity change, negative = inhibition, most hits filed as inhibitors; further: potency means the concentration at half of the fitted maximal effect
Target sequence (Q27686 whole entry, looked up): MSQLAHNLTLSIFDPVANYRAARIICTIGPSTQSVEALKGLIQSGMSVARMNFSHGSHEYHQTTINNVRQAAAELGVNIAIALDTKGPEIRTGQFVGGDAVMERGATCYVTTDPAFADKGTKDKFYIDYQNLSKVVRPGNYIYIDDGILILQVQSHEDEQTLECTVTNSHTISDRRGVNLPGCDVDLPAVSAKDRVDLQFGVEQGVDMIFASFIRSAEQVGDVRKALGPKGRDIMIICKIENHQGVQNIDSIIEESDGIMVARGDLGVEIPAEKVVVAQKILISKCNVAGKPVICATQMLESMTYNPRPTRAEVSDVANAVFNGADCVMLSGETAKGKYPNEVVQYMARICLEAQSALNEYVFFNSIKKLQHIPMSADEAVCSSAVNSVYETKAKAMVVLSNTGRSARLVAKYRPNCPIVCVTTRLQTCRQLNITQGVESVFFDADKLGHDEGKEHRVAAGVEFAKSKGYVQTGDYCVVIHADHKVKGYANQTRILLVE
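Screened at intermediate enzyme activity to detect both inhibitors and activators: LmPK at 0.1 nM, with a 0.5 nM enzyme column as activation reference. PEP 0.5 mM, ADP 0.1 mM; ATP detected by luminescence after 1 h.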
AmpC detergent – qHTS Inhibitors of AmpC Beta-Lactamase (assay with detergent); P00811; AmpC hydrolysis of nitrocefin, absorbance 480 nm, 0.01% Triton; Potency, µM (highest dose often 114 µM), without a hit: top-dose activity change, negative = inhibition, actives largely listed as inhibitors; 370,000 compounds, 0.041% hits;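 further: potency means the concentration at half of the fitted maximal effect; 0% = no-compound wells and -100% = no-enzyme wells; nearly all actives have a fitted effect of over 25% in size; some results filed as inactive show a strong effect at the top dose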
Target sequence (P00811 whole entry, looked up): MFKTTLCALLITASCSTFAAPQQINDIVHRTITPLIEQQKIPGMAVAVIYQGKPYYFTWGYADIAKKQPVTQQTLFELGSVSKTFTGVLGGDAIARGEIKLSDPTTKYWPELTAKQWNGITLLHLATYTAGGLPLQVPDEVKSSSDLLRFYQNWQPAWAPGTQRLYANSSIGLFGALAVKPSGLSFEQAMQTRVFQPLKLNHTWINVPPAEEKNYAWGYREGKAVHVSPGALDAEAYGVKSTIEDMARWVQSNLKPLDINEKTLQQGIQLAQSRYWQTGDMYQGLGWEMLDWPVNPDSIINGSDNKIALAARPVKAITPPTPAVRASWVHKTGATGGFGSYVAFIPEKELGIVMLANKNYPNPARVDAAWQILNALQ
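AmpC (5.3 nM in the dispensed reagent) in 20 mM phosphate pH 7.0 with 0.01% (detergent screen) or 0.0001% Triton X-100 was preincubated with compounds for 15 min at room temperature. Nitrocefin was then added from an 800 uM solution, and hydrolysis was followed at 480 nm.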
AmpC no deterg – qHTS Inhibitors of AmpC Beta-Lactamase (assay without detergent); P00811; AmpC nitrocefin hydrolysis, absorbance 480 nm, 0.0001% Triton; Potency, µM (doses to about 57.1 µM), without a hit: top-dose activity change, negative = inhibition, most hits filed as inhibitors; 330,000 compounds, 0.52% hits;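 further: potency means the concentration at half of the fitted maximal effect; plate controls were no compound for no effect and no enzyme for full effect; nearly all actives have a fitted effect of over 20% in size; some results filed as inactive show a strong effect at the top dose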
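AmpC (5.3 nM in the dispensed reagent) in 20 mM phosphate pH 7.0 with 0.01% (detergent screen) or 0.0001% Triton X-100 was preincubated with compounds for 15 min at room temperature. Nitrocefin was then added from an 800 uM solution, and hydrolysis was followed at 480 nm.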
HCV inh – qHTS Assay for Inhibitors of Hepatitis C Virus (HCV). Huh7.5.1 HCVcc-Cre infection, luciferase reporter, 44 h. AID 651820, 2012. Potency, µM (titrated, usually from 41.8 µM), without a hit: top-dose activity change, negative = inhibition, actives largely listed as inhibitors. 340,000 compounds, 3.4% hits; further: potency means the concentration at half of the fitted maximal effect
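Luciferase read-out (15 sec integration) after a 15 min room-temperature substrate step quantifies HCVcc-Cre infection. Cells, 1,000 per well, had compound added 4 h post-plating, then virus at ~0.5 moi, and were cultured 44 h.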
TbPYK inhibitor – qHTS of Trypanosoma Brucei Inhibitors; pyruvate kinase (Trypanosoma brucei), Q57TT1; TbPYK enzyme, Kinase-Glo Plus ATP luminescence, 45 min; Potency, µM (doses to about 76.8 µM), for inactives: at the top dose activity, negative = inhibition, hits mostly inhibitors; 410,000 compounds, 0.12% hits; further: potency means the concentration at half of the fitted maximal effect; nearly all actives have a fitted effect of over 50% in size
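Luminescence from Kinase-Glo Plus, added after a 45-minute room-temperature reaction, served as the end-point read-out. The enzyme and substrate were preincubated with compound before ADP (130 uM final) initiated turnover. Concentration-effect curves came from normalized qHTS data.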
HCMV inh – qHTS Assay for inhibitors of the human cytomegalovirus (HCMV). activity change, negative = inhibition, % at 57.5 µM. AID 1259415, 2018. 410,000 compounds, 4.5% hits. HFF cells, HCMV-luciferase reporter, 72 h; active compounds read low; in the data active means activity change below about -60%; inconclusive means no clear call, values can overlap the other calls; inactive means above about -39%
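Human foreskin fibroblasts infected with luciferase-reporter HCMV at MOI 1 PFU/cell, compounds at two doses. Luciferase measured 72 h post infection; normalized to buffer-only basal and Salinomycin (10uM) controls.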
* = called active by the depositor; ? = inconclusive; · = not tested or not shown; & = joins results of further samples; [ ] = another dose, or the depositor's remark. Unless noted, the call rests on the fitted dose curve; in most records, active means well fitted curve in the direction sought with a large enough effect; inconclusive means small, poorly fitted or top-dose-only effect, or another doubt; inactive means no such curve, though single readings can be large; an effect the other way counts as inactive or inconclusive. Unless noted, on the % scale 0 is the no-effect control and ±100 the full control effect.

item	molecule	AMA1 RON2 block	LmPK inh	AmpC detergent	AmpC no deterg
1	CC(=O)c1ccc(-n2nncc2C(C)(C)C)cc1	-2%	2%	3%	5%
2	Cc1cccc(C)c1NC(=O)COC(=O)c1cc(=O)[nH]c2ccccc12	?	·	?	-15%
3	COc1ccc(-c2nn3c(=O)cc(CN4CCN(C(=O)Nc5ccc(C)c(Cl)c5)CC4)nc3s2)cc1	·	·	19%	·
4	Cc1ccc(C(=O)c2coc3ccc(O)cc23)cc1	-4%	-11%	-6%	-26%
5	CC1(CO)COC2(OC1)C(=O)Nc1ccccc12 (stereo not drawn)	5%	·	-5%	-19%
6	Cc1ccc(C)c(NC(=O)CN2C(=O)CC(C)S(=O)(=O)c3ccccc32)c1 (stereo not drawn)	4%	8%	-1%	25%
7	COc1ccc(Cc2nc3ccccc3c(=O)n2N)cc1OC	-5%	·	·	·
8	CCOC(=O)N1CCC(Nc2nc3ccccc3n3cnnc23)CC1	-8%	·	·	·
9	COc1ccccc1NC(=O)c1ccccc1NC(=O)c1ccccc1C(=O)O	4%	7%	2%	-8%
10	COc1ccc(C(=O)Nc2ccnn2C2CCN(Cc3cn(C)nc3C)CC2)cc1	16%	2%	-5%	24%

item	HCV inh	TbPYK inhibitor	HCMV inh
1	19%	4%	18
2	-7%	5%	-1
3	·	-3%	13
4	-11%	3%	-27
5	7%	-8%	-76*
6	15%	-2%	45
7	-14%	3%	-11
8	19%	-4%	82
9	3%	-7%	4
10	16%	-12%	6

Following part
item	molecule	AMA1 RON2 block	LmPK inh	AmpC detergent	AmpC no deterg
11	COc1ccccc1C(=O)NNC(=O)c1nn(Cc2ccccc2)c(=O)c2ccccc12	63%[activator]	-4%	-1%	0%
12	O=C(COC(=O)CCSc1ccc(Cl)cc1)NCc1ccc(Cl)cc1	11%	8%	-2%	-15%
13	COc1ccc(NC(=O)CN(C)C(=O)CN2C(=O)C3CCCCC3C2=O)cc1 (stereo not drawn)	7%	·	-13%	-5%
14	CCOc1ccccc1NC(=O)COc1ccc(S(=O)(=O)N2CCCC2)cc1	-3%	0%	-2%	17%
15	CCCCN1CC(O)=C(c2nc(-c3ccc(Cl)cc3)cs2)C1=N	-11%	1%	-9%	-11%
16	O=C1CNC(=S)N1c1nc(-c2ccccc2)cs1	-7%	1%	-4%	-19%
17	CC(=O)c1sc(NC(=O)CCCc2nc3ccccc3c(=O)[nH]2)nc1-c1ccccc1	7%	·	-7%	-8%
18	CCCOC(=O)c1c(NC(=O)C(C)Sc2nc(-c3ccccc3)cc(C(F)(F)F)n2)sc(C(=O)N(C)C)c1C (stereo not drawn)	·	·	-14%	·
19	CS(=O)(=O)N(CC(=O)Nc1ccc(C(N)=O)cc1)C1CCCCC1	2%	5%	-5%	-17%
20	CC1CCN(C(=O)C2CCC(=O)N(Cc3ccc(Cl)cc3)C2)CC1 (stereo not drawn)	1%	-2%	0%	68%[activator]

item	HCV inh	TbPYK inhibitor	HCMV inh
11	?	2%	37
12	20%	-1%	-25
13	0%	2%	-5
14	?	0%	-21
15	-16%	0%	-7
16	0%	1%	64
17	-4%	3%	0
18	·	-19%	?
19	18%	5%	32
20	3%	-20%	?

Continuation:
item	molecule	AMA1 RON2 block	LmPK inh	AmpC detergent	AmpC no deterg
21	Cc1cccc(C(=O)NCC(=O)NCC(c2cccs2)N2CCOCC2)c1 (stereo not drawn)	22%	·	3%	0%
22	COc1ccccc1NC(=O)CSc1nc2c(oc3ccccc32)c(=O)n1-c1ccccc1F	·	·	-7%	·
23	CCCCCN(C(=O)CCC(=O)OCc1ccccc1F)c1c(N)n(CCCC)c(=O)[nH]c1=O	-13%	·	0%	-7%
24	CN(C)c1ccc(/C=C/c2cc[n+](C)c3ccccc23)cc1	?	?	2%	10%
25	Cn1c(N)c(C(C[N+](=O)[O-])c2c(F)cccc2Cl)c(=O)n(C)c1=O (stereo not drawn)	-9%	3%	2%	-4%
26	Clc1ccc(Sc2ccccn2)cc1	6%	-1%	-18%	4%
27	Oc1ccc2c(c1)c1c3n2CCNC3CCC1 (stereo not drawn)	-9%	-1%	-5%	-1%
28	Cc1ccc(N2C(=O)CS(=O)C(c3ccccc3)C2=O)cc1C (stereo not drawn)	-3%	-12%	-1%	-26%
29	COc1cc(S(=O)(=O)N(C)Cc2ccc3c(c2)OCCO3)ccc1NC(C)=O	13%	·	-14%	-2%
30	COc1ccc(F)cc1S(=O)(=O)NCCc1csc2nc(-c3cccc(C)c3)nn12	·	·	3%	·

item	HCV inh	TbPYK inhibitor	HCMV inh
21	9%	1%	-29
22	·	-3%	23
23	-1%	-2%	-24
24	11µM*	?	-99*
25	-9%	3%	?
26	10%	5%	18
27	?	1%	·
28	?	?	?
29	13%	-1%	?
30	·	1%	30

The list goes on.
item	molecule	AMA1 RON2 block	LmPK inh	AmpC detergent	AmpC no deterg
31	Cc1ccc(CCNS(=O)(=O)c2cc3c(cc2Cl)NC(=O)CO3)cc1	1%	2%	-6%	-39%
32	CCOC(=O)N1CCC(NC(=O)C2CCCN(c3nc4ccccc4o3)C2)CC1 (stereo not drawn)	4%	-1%	-2%	133%[activator]
33	CN(c1ccccc1)S(=O)(=O)c1cc(C(=O)OCC(=O)N2CCN(C(=O)c3ccco3)CC2)ccc1Cl	-1%	-3%	0%	121%[activator]
34	COc1cc(CC(=O)O)ccc1O	0%	-3%	1%	-1%
35	CCCCN(C)CCNC(=O)CN1C(=O)CSc2ccc(S(=O)(=O)N3CCOCC3)cc21	8%	6%	-5%&10%	-5%
36	CCCCCn1cc(C(=O)C(=O)N2CCOCC2)c2ccccc21	-12%	-4%	-11%	100%[activator]
37	C=C(C)CC1N(c2cccc(OC)c2)C(=O)C2C(C(=O)O)C3C=CC21O3 (stereo not drawn)	-2%	4%	-11%	-22%
38	CN(Cc1c(C(=O)N/N=C/c2c(F)cccc2Cl)nnn1-c1nonc1N)c1ccccc1	44%[activator]	0%	-14%	-44%
39	OCC(Cc1ccccc1)Nc1c2ccccc2nc2ccccc12 (stereo not drawn)	-10%[2.32 µM]	-1%	-13%	-39%
40	CN(C)S(=O)(=O)c1cccc(N2C(=O)CC3(CCCCC3)CC2=O)c1	10%	6%	-4%	-2%

item	HCV inh	TbPYK inhibitor	HCMV inh
31	-8%	-1%	-12
32	-27%	-25%	36
33	?	2%	-12
34	24%	4%	?
35	12%	-4%	0&0
36	-8%	5%	-6
37	6%	-1%	-23
38	3%	2%	0
39	-13%	-5%	-63*
40	?	1%	?

Continued:
item	molecule	AMA1 RON2 block	LmPK inh	AmpC detergent	AmpC no deterg
41	COc1ccc(C(=O)NC(=S)Nc2cccc3nc(C)ccc23)cc1OC	2%	-1%	-5%	-14%
42	Cn1nc(C(=O)OCC(=O)NCc2ccc(Cl)cc2Cl)c2ccccc2c1=O	0%	·	·	·
43	O=C(C1=NOC2(C1)C(=O)Nc1ccccc12)N1CCOCC1 (stereo not drawn)	0%	·	·	·
44	Cc1cccc(NC(=O)CNC(=O)COC(=O)C2CC2C)c1C (stereo not drawn)	1%[11.6 µM]	·	·	23%
45	CCC(=O)N1CCc2cc(Br)cc(S(=O)(=O)NCCN3CCCC3)c21	1%	-9%	-15%	-8%
46	Cc1ccc(NC(=O)Cn2nc(N3CCN(c4ccccc4)CC3)ccc2=O)cc1F	·	·	?	·
47	O=C(Nc1cccc(Cl)c1Cl)c1csc([C@@H]2O[C@H](CO)[C@H](O)[C@H](O)[C@H]2O)n1	53%[activator]	·	·	·
48	Cc1ccc(CNC(=O)c2ccc3c(c2)nc2n3CCCC2)cc1	·	·	20%	·
49	O=C(CSc1nnc(SCc2cccc3ccccc23)s1)N=Nc1c(O)[nH]c2ccccc12	·	1%	-3%	-23%
50	Cc1ccc[n+](CC(=O)Nc2ccc([N+](=O)[O-])cc2)c1	-4%	-4%	-13%	-23%

item	HCV inh	TbPYK inhibitor	HCMV inh
41	-16%	-3%	-29
42	·	-7%	-21
43	·	-15%	-29
44	-7%	1%	0
45	-29%	-7%	8
46	·	16%	3
47	·	2%	-3
48	·	8%	-3
49	-10%	·	·
50	8%	4%	31

(continued)
item	molecule	AMA1 RON2 block	LmPK inh	AmpC detergent	AmpC no deterg
51	CCOC(=O)Nc1ccc(C(=O)Oc2ccccc2)c(O)c1	0%	-7%	-6%	-29%
52	CC(C)(C)c1ccc(C(=O)Nc2cnccn2)cc1	-1%	-16%	-8%	-10%
53	O=C(CCn1c(=O)c2ccccc2n(Cc2cccc(Cl)c2)c1=O)NCCc1ccccc1	·	·	-3%	·
54	O=C(O)C1Nc2c(C(=O)N3CCOCC3)cccc2C2C=CCC12 (stereo not drawn)	-11%	-4%	?	-19%
55	COc1ccc(S(=O)(=O)N2CCc3cc4c(cc3C2C)OCCCO4)cc1 (stereo not drawn)	0%	-13%	0%	-11%

item	HCV inh	TbPYK inhibitor	HCMV inh
51	?	-3%	-21
52	7%	3%	31
53	·	-2%	9
54	15%	?	·
55	?	7%	30

An unsorted share of the library; overall some 7.5% were active at least once.
